# Bioassay records (PubChem)
# Keap1-Nrf2 PPI: disrupts human Keap1 binding to Nrf2 peptide; Q14145; Keap1 Kelch-Nrf2 peptide fluorescence polarization, 1536-well; inhibition, % at 9.4 µM; 340,000 compounds, 0.15% hits; AID 504523; in the data active = inhibition above about 12%; inconclusive = no clear call, values can overlap the other calls; inactive = below about 7.3%;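 also: human Keap1 Kelch domain with fluorescein labeled Nrf2 9mer peptide probe; 0% = neutral control wells and 100% = peptide positive control; higher means more block of Keap1 binding to Nrf2 peptide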
# RTF Ca sens inh: cardiac RTF calcium desensitization | IANBD-labeled cardiac RTF, Ca2+ fluorescence | inhibition, % at 7.15 µM | 340,000 compounds, 0.12% hits | P19429+P45379;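 active = inhibition above the mean inhibition of all tested compounds plus 3 SD, cut at about 17% in these data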;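 also: assay run at fixed EC70 calcium of 1.6 mM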
# cardiac RTF act: cardiac RTF calcium sensitization; P19429+P45379; IANBD-labeled TnC RTF fluorescence at EC20 calcium; 0% EC20 calcium, 100% full calcium; activation, % at 7.2 µM; 340,000 compounds, 0.24% hits; AID 493008;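 active = activation above the mean over all tested compounds plus 3 SD, cut at about 30% in these data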;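 also: rise in fluorescence read as greater calcium sensitivity of cardiac thin filaments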
# V-ATPase pH: regulators of yeast V-ATPase proton transport; S. cerevisiae, pHLuorin cytosolic pH fluorescence; 350,000 compounds, 0.37% hits; AID 504577; response, % at 10 µM; in the data active = response mostly above about 7.3%, no sharp cut-off; inactive = mostly below about 5.4%; also: actives read high; inactives centre near 0; some compounds called inactive have numbers as strong as hits; reference of the scale not given here
# LANA DNA inh: blocks KSHV LANA C-terminal domain binding to DNA | 340,000 compounds, 0.078% hits | inhibition, % at 9 µM | MBP-C-LANA/FAM-LBS DNA binding, fluorescence polarization;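 active = highest replicate inhibition at or above 60% at 9 µM, even if other replicates fall short; inactive = all replicates below 60% inhibition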;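 also: 0% = neutral control wells and 100% = 4 µM acridine orange control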
# Wnt act: activators of Wnt/beta-catenin signaling; Wnt/beta-catenin reporter cell assay, activator, plate reader; AID 743398; activation, % at 9.35 µM; 300,000 compounds, 1.2% hits; in the data active = activation above about 30%, passing the limit was not always enough; inconclusive = no clear call, values can overlap the other calls;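 also: 0% = neutral control wells and 100% = positive control wells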
# Arr AP2 block: blocks beta-arrestin peptide binding to AP2 adaptin | FITC-arrestin peptide / GST-AP2 beads, flow cytometry; AP2 beta2 appendage carries R879A mutation | AID 504490 | 340,000 compounds, 0.31% hits | inhibition, % at 10 µM;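 active = inhibition above a set limit, near 3 SD of compounds lacking own fluorescence, cut at about 54% in these data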;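 also: plate controls were DMSO wells for no effect and 5 µM unlabelled arrestin peptide for full effect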
#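 System: GST-AP2 R879A glutathione beads; medium: PBS, Tween 20 0.05%, BSA 0.1%; reagent: fluorescein-tagged arrestin peptide at 50 nM final; schedule: pre-incubation 12 min, peptide binding 1 h, room temperature; detection: flow cytometry, FL1 (488/535 nm); read-out: inhibition as reduced fluorescein signal on beads, percent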
# MOR-DOR inv ag: inverse agonist of human OPRM1-OPRD1 heterodimerization | cell-based MOR-DOR heterodimer luminescence, inverse agonism | inhibition, % at 9.3 µM | 340,000 compounds, 0.21% hits; in the data active = inhibition above about 22%, passing the limit was not always enough;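 also: 0% = cells with DMSO and 100% = wells without cells with DMSO; values of inactives mirror those of a sister screen read the other way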
# Target sequence (P35372 whole entry, looked up): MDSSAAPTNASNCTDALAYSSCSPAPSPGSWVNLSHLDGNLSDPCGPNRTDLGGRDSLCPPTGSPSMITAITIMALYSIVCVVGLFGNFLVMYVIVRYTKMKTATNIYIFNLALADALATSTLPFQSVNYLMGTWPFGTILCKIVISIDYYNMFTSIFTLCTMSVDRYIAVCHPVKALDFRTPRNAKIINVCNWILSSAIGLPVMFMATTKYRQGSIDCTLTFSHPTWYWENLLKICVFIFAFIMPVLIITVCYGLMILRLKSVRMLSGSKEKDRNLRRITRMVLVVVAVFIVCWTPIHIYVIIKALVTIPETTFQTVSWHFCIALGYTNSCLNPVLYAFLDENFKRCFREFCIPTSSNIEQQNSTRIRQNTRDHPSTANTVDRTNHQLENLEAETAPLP
# Target sequence (P41143 whole entry, looked up): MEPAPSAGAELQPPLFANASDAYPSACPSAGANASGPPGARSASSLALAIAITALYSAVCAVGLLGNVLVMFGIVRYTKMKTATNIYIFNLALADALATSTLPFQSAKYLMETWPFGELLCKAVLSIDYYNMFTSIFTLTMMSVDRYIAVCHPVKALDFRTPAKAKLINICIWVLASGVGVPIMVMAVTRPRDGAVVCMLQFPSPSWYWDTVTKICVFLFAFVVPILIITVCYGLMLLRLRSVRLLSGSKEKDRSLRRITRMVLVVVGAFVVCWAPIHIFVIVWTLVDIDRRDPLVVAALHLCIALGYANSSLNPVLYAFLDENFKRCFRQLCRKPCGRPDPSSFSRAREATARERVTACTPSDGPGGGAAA
# MOR-DOR ag: OPRM1-OPRD1 heterodimerization agonism; P35372+P41143; cells, luminescence; activation, % at 9.3 µM; 340,000 compounds, 0.3% hits; in the data active = activation above about 18%;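 also: 0% = vehicle-treated cells and 100% = reference agonist; values of inactives mirror those of a sister screen read the other way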
# DSG3 Ab inh: human desmoglein-3 autoantibody binding inhibition | P32926 | DSG3-coupled beads, scFv-anti-DSG3-GFP binding, flow cytometry; hits give low values | binding (percent of control), % at 10 µM | 310,000 compounds, 0.48% hits;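 active = binding more than 3 SD below its plate's average and above zero; inconclusive = below that plate limit but binding exactly zero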;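 also: hits lower antibody fragment binding to DSG3; some compounds called inactive have numbers as strong as hits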
# * = called active by the depositor; ? = inconclusive; / = no result given. Rows were taken by chance. About 3.1% of those tested had a hit in this group.
SMILES,Keap1-Nrf2 PPI,RTF Ca sens inh,cardiac RTF act,V-ATPase pH,LANA DNA inh,Wnt act,Arr AP2 block,MOR-DOR inv ag,MOR-DOR ag,DSG3 Ab inh
CCN(CC)C(=O)CSc1nnc(-c2ccccc2)n1-c1ccccc1,-1,2,-5,-2,0.0,/,2,2,-0.5,108
CCc1ccc(Nc2nnc(SCn3nnc4ccccc4c3=O)s2)cc1,0,0,0,0,0.6,0,24,14,-2.5,109
CCc1ccc(S(=O)(=O)NCc2cn3cccc(C)c3n2)s1,?,-2,-4,0,-0.3,/,-60,1,-0.2,99
CC(=O)NNC(=O)CSc1nnc(-c2ccccc2)c(-c2ccccc2)n1,-8,-9,0,0,9.1,-1,-3,4,-0.8,111
CCN(CC)c1ccc(C(=O)N/N=C(\C)c2cccc(OC)c2)cc1,-3,1,5,-2,0.4,/,-1,9,-1.9,97
CCCCn1c(N)c(N(CCOC)C(=O)c2oc3ccc(OC)cc3c2C)c(=O)[nH]c1=O,2,0,-2,1,0.0,-1,8,12,-2.3,98
CCOC(=O)c1cn(Cc2ccccc2)c2cc(C)nn2c1=O,0,-2,-1,-2,-1.0,-1,-1,7,-1.5,/
O=[N+]([O-])c1ccc(Cl)c(S(=O)(=O)/N=C(/Nc2cccnc2)c2ccccc2)c1,-2,-30,3,0,-1.2,-1,6,-45,8.7,121
Cc1oc(/N=C/c2cccc([N+](=O)[O-])c2)c(C#N)c1C,-5,3,-1,0,0.8,3,-10,-1,0.3,115
Oc1c(I)cc(Cl)c2cccnc12,2,-14,11,1,1.4,-3,5,-39,7.2,92
COc1cccc(-c2nn(-c3ccccc3)cc2C(=O)NCC(=O)O)c1,1,4,2,-3,0.4,/,25,14,-2.6,108
O=C(CN1CCN(S(=O)(=O)c2ccccc2C(F)(F)F)CC1)NCc1cccs1,-3,0,-4,0,-0.6,-2,2,12,-1.9,101
CN(CC(=O)Nc1ccc(Cl)cc1)C(=O)c1ccc(S(=O)(=O)Nc2ccccc2)cc1,-3,5,1,-5,1.1,-3,-2,13,-2.5,97
COc1ccc(C(C(=O)NC2CCCC2)N(C(=O)c2ccco2)c2ccc3c(c2)OCO3)cc1OC (centres undefined),-4,3,6,1,-1.4,/,-1,12,-2.2,107
CC1CCCN(C(=O)CCS(=O)(=O)c2ccc3c(c2)n(C)c(=O)c(=O)n3C)C1 (centres undefined),0,1,2,2,4.4,-7,-2,3,-0.6,110
Cc1ccc(NC(=S)N(CCN(C)C)Cc2cc3cccc(C)c3[nH]c2=O)cc1,-3,-7,2,3,0.8,-13,0,1,-0.2,101
Cc1cc(NS(=O)(=O)c2ccc(NC(=O)CCCOc3cccc(C)c3C)cc2)no1,-5,3,-1,2,-1.1,-2,7,6,-1.1,/
Cc1ccc(CN2CCCN(Cc3cc(C)ccc3C)S2(=O)=O)cc1,-3,-9,0,3,2.6,-1,7,8,-1.7,107
COc1ccc2[nH]c(=O)c(CN(C(=O)c3cccnc3)c3ccc(C)cc3)cc2c1,-4,4,3,1,-0.4,-1,1,15,-2.6,/
Cc1ccc(NC(=O)CCC(=O)c2ccc(F)cc2)cc1Cl,-6,0,3,-5,-2.6,/,3,-15,2.7,106
CCCCCCOC(=O)CCn1[nH]c(=O)c2ccccc2c1=O,-5,-3,14,0,-0.6,/,-3,8,-1.4,105
O=C1OC(Nc2ccc3c(c2)OCO3)c2ccccc21 (centres undefined),-2,0,-4,2,1.0,0,9,-2,0.4,83
COc1cc(/C=C2\NC(=S)N(C)C2=O)ccc1OCc1cccc(F)c1,1,1,2,2,-4.2,1,-6,-5,1.0,104
CCNC(=O)C1CCCc2c1[nH]c1ccc(Cl)cc21 (centres undefined),-3,5,-1,0,1.0,/,17,3,-0.6,107
COc1ccccc1N1CCN(C(=O)COc2ccc(S(=O)(=O)NC(C)C)cc2)CC1,-5,-9,8,3,0.9,-1,4,4,-0.8,99
CC(C)(C)c1ccc(-n2nc(C(N)=O)c(O)cc2=O)cc1,1,-4,6,-5,3.4,0,12,-22,4.3,93
Cc1c(NS(=O)(=O)c2ccc(Cl)c(C(=O)OCC(=O)NCc3ccco3)c2)c(=O)n(-c2ccccc2)n1C,-4,-10,4,-1,3.7,-2,4,-4,0.8,105
O=C(Nc1ccc(-n2nncc2-c2ccco2)cc1)c1ccc(F)cc1,-3,-7,-1,-7,0.3,/,-6,-32,6.0,95
CCCCCC(=O)N1CCCC(c2nc(-c3ccc(OC)cc3)no2)C1 (centres undefined),-5,-5,0,-1,0.8,-2,10,-7,1.1,/
CC(OC(=O)C1CSC2(C)CCC(=O)N12)C(=O)Nc1cccc(C#N)c1 (centres undefined),-3,-2,3,2,-1.4,-3,1,6,-1.0,100
CN(Cc1cccs1)C(=O)c1ccc(Cl)c(S(=O)(=O)N2CCCCCC2)c1,-6,-1,2,0,-1.5,-6,-1,0,0.1,95
CC1CCCCN1C(=O)C1CC(c2ccc(F)cc2)=NO1 (centres undefined),-1,-5,1,5,-1.0,16,1,2,-0.4,101
Cc1ccc(NS(=O)(=O)c2cccc(C(=O)NNC(=O)NC3CCCCC3)c2)c(C)c1,-4,-7,4,-2,-1.6,/,3,-1,0.1,99
CCOC(=O)c1sc(=NC(=O)c2ccco2)n(C)c1C,2,1,-4,4,-0.6,0,2,7,-1.5,93
COc1ccc2c(c1)c(=Cc1ccc(N(C)C)cc1)c1cc(-c3ccccc3)[n+](C)n12,-36,4,2,3,-32,17,26,32,-6.5,/
Cc1cc(C(=O)Nc2ccc(OCc3ccccc3)cc2)c(C)o1,-4,-2,-6,1,0.7,28,1,-17,3.3,102
COC(=O)NC(Nc1sc2c(c1C(N)=O)CCCC2)(C(=O)OC)C(F)(F)F (centres undefined),-5,-13,5,4,-2.0,2,0,-6,1.1,/
Cc1nc(-c2ccc(C(=O)N3CCOCC3)cc2)cs1,2,-1,5,1,0.3,/,11,4,-0.8,106
COC(CN(C(=O)CCl)C(C(=O)NC1CCCC(C)C1C)c1ccc(C)cc1)OC (centres undefined),0,-2,-2,-2,0.0,/,0,17,-3.1,132
O=C(CN1CCN(Cc2ccccc2)CC1)Nc1cccc(Cl)c1,-2,-6,1,0,1.1,0,12,2,-0.4,98
Cc1ccc(-c2nn(-c3ccccc3)c3[nH]c(=O)c(CNCc4ccccc4)cc23)cc1,-10,3,-2,0,-2.9,5,-6,-56,9.6,100
Cc1cc(C)cc(-n2ncc3c2CCCC3NC(=O)CCN2Cc3ccccc3C2=O)c1 (centres undefined),5,11,-4,6,-1.2,-3,1,15,-2.9,100
Cc1c(Cl)cccc1NC(=O)c1cc(-c2ccccc2O)n[nH]1,-2,7,-7,-1,1.0,10,9,9,-1.6,104
Cc1cc(C)n2nc(SCc3cc(=O)oc4ccc5ccccc5c34)nc2n1,-2,-4,4,0,6.1,-2,6,9,-1.9,/
Cc1ccc(NC(=S)N(CCN(C)C)C(C)c2ccco2)c(C)c1 (centres undefined),-4,-13,1,6,-0.2,2,21,0,0.1,97
OCC1OC(n2nc3ccccc3n2)C(O)C(O)C1O (centres undefined),-2,-4,5,-3,2.6,/,5,-13,2.1,85
Cc1ccc(S(=O)(=O)ON2C(=O)c3cccc4cccc(c34)C2=O)cc1,-9,-3,-8,-2,0.0,/,-4,1,-0.2,101
O=C(O)Cn1cc2c(n1)CCCCC2,-4,1,4,1,-0.6,/,7,7,-1.2,98
COc1ccc(N2CN=C3SCC(=O)N3C2)cc1,-1,-3,-3,5,0.0,17,-1,-1,0.2,/
O=C(CSc1ccc2nnc(-c3cccnc3)n2n1)Nc1ccc(F)cc1,0,1,-5,0,0.3,-4,16,30,-5.8,114
O=C(C1CCCO1)N1CCN(C(=S)Nc2ccccc2Cl)CC1 (centres undefined),-4,-2,0,0,-0.3,0,-3,-19,2.6,103
Oc1ccccc1C=NCCN=Cc1ccccc1O,-3,-2,-3,-1,0.0,1,-7,9,-1.8,110
Cc1noc(C)c1COc1cccc(C(=O)NCCc2c[nH]c3ccccc23)c1,-1,-1,4,-1,1.7,-1,-1,-1,0.2,98
O=C1OCCN1C(=O)[C@H]1[C@H](c2ccc(F)cc2)C(c2ccccc2)=NN1c1ccc(Br)cc1,5,-1,-1,-2,-0.1,/,1,-16,3.2,101
O=c1[nH]c2cc3c(cc2cc1CN(Cc1nnnn1CC1CCCO1)C1CCCC1)OCO3 (centres undefined),-3,-10,2,2,-2.9,/,21,1,-0.2,108
N/C(=N\OC(=O)c1cc(Cl)ccc1Cl)c1cccnc1,-1,-11,3,8,-1.3,/,-1,-65,11,105
COc1ccc2c(c1)c1nnc(SC)nc1n2C,-1,1,4,3,1.4,/,1,15,-2.5,/
CCOC(=O)c1ccc2nc(NC(=O)c3cccs3)sc2c1,-1,-3,-3,0,-0.1,5,-2,-10,1.8,108
O=[N+]([O-])c1ccc2c(c1Nc1ccccc1)=NC1(CCCCC1)N=2,-4,-1,0,-1,0.7,/,15,-29,5.1,110
Cc1ccc(C(NC(=O)C(C)C)c2cc([N+](=O)[O-])c3cccnc3c2O)cc1 (centres undefined),-5,-1,0,1,-0.6,13,9,8,-1.6,108

# More entries follow:
SMILES,Keap1-Nrf2 PPI,RTF Ca sens inh,cardiac RTF act,V-ATPase pH,LANA DNA inh,Wnt act,Arr AP2 block,MOR-DOR inv ag,MOR-DOR ag,DSG3 Ab inh
Cc1c(C(=O)O)oc2c3c(ccc12)OCCO3,-2,-1,0,5,0.8,/,5,5,-1.0,111
CC(=O)c1ccc(S(=O)(=O)NCc2ccc(C(=O)N(C)CC(=O)Nc3cccc(F)c3)cc2)cc1,-4,-8,5,3,-0.5,0,-10,7,-1.1,/
COc1ccc(NS(=O)(=O)c2cc(N)ccc2N2CCCCC2)cc1,-4,2,-3,-1,-2.6,1,18,8,-2.0,99
Nc1ccc(C(=O)NC23CC4CC(CC(C4)C2)C3)cc1,2,-15,-4,3,0.1,0,19,-1,0.2,95
Cc1ccc(Nc2c(O)nc[nH]c2=O)cc1C,1,2,0,-2,-1.7,4,8,1,-0.2,111
CC(=O)c1c(C)nc2ccc([N+](=O)[O-])cc2c1-c1ccccc1,-1,-11,12,-2,5.3,0,33,-12,2.2,114
Cc1ccc(C(NC(=O)CN2C(=O)NC3(CCCC3)C2=O)c2ccccc2)cc1 (centres undefined),0,-7,-6,0,-1.3,-3,7,1,-0.3,98
Cc1ccc(CNC(=O)CSc2ccc(-c3cccs3)nn2)cc1,-3,0,0,-2,0.1,0,6,8,-1.6,75

# 2 of the compounds above, with values under each structure.
# Below each compound – Keap1-Nrf2 PPI	RTF Ca sens inh	cardiac RTF act	V-ATPase pH	LANA DNA inh	Wnt act	Arr AP2 block	MOR-DOR inv ag	MOR-DOR ag	DSG3 Ab inh
CC(=O)c1ccc(S(=O)(=O)NCc2ccc(C(=O)N(C)CC(=O)Nc3cccc(F)c3)cc2)cc1
  -4	-8	5	3	-0.5	0	-10	7	-1.1	/
COc1ccc(NS(=O)(=O)c2cc(N)ccc2N2CCCCC2)cc1
  -4	2	-3	-1	-2.6	1	18	8	-2.0	99
